# Rpn11 inh = Rpn11 (human) deubiquitinase inhibition | O00487 | human 26S proteasome, Ub4-pepOG fluorescence polarization; 20S core pre-blocked with epoxomicin | calls only at 20 µM | 360,000 tested, 0.59% active;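 active = inhibition at 20 µM, scaled to each plate's controls, above about 33%, limit read from the data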
# Target sequence (O00487 whole entry, looked up): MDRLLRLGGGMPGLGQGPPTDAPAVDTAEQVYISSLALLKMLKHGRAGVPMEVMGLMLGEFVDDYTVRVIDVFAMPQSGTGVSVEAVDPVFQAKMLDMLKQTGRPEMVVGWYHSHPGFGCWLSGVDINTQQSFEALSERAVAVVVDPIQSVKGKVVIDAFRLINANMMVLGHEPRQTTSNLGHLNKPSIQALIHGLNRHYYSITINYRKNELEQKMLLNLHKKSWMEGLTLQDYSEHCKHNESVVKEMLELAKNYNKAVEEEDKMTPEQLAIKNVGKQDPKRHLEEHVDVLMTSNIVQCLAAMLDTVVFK
# SKN-1 block = C. elegans SKN-1 inhibition; C. elegans VP596 Pgst-4::GFP/RFP ratio, acrylamide-induced, 24 h; inhibition, % at 21.8 µM; 360,000 tested, 0.49% active;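 active = interference check ratio from 0.5 to 1.5 plus GFP to RFP signal ratio inhibition reaching or exceeding a fixed threshold, cut at about 30% in these data, passing the limit was not always enough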; also: some compounds called inactive have numbers as strong as hits
# FAS TE block = inhibitors of human fatty acid synthase thioesterase domain; recombinant FAS-TE, OMFH fluorogenic substrate, fluorescence endpoint; inhibition, % at 15 µM; 360,000 tested, 0.67% active; AID 602261;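 active = compounds whose normalised, plate-corrected inhibition of enzyme fluorescence in the single-dose primary screen is 50% or more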;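 also: 0% = DMSO with enzyme and 100% = substrate without enzyme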
# CSN deneddyl inh = CSN deneddylation inhibition. 360,000 tested, 0.38% active. inhibition, % at 12.5 µM. Purified CSN, SCF-Nedd8-OG deneddylation, fluorescence polarization. Q92905;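 active = pattern-corrected inhibition above about 35%, with an unprinted fluorescence ratio check between 0.5 and 1.5, limit read from the data, passing the limit was not always enough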;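 also: 0% = enzyme with substrate and 100% = substrate without enzyme; some results filed as inactive read as strong as hits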
#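 Test system: Human Csn5 produced in HEK293T cells | Compound: 12.5 µM single point | Times: 90 min, room temperature | Signal: Fluorescence polarization readout | Read-out basis: % inhibition of substrate cleavage by Csn5 | Controls: no-enzyme wells high, enzyme-with-substrate wells low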
# Rin1 Abl inh = inhibitors of human Rin1-Abl protein interaction. 360,000 tested, 0.4% active. AID 588664. P00519+Q13671. TR-FRET Rin1/Abl binding, biochemical. inhibition, % at 7.35 µM; in the data active = inhibition above about 5%, passing the limit was not always enough
# MT1-MMP act inh = inhibitors of human MT1-MMP activation | GFP/RFP ratio change, % at 20 µM | P50281 | AID 651647 | HT1080 RFP-PRO-GFP cells, GFP/RFP ratio fluorescence, overnight; percent of plate control window, DMSO zero | 360,000 tested, 0.061% active;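 active = GFP/RFP ratio change of at least 30% with cell ATP level not reduced by more than half and red fluorescence within 50% of control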; also: strong numbers were not always called active
#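 Assay system: HT1080 cells carrying an RFP-PRO-GFP reporter | Dosing: Single dose of 20 µM compound, 1% DMSO final | Incubation: Cells overnight before dosing, compound overnight, 37 °C, 5% CO2 | Evaluation: GFP/RFP fluorescence ratio | Control set: DMSO and RFP-L50D-GFP cell wells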
# PABP1 MLLE inh = inhibitors of microRNA-mediated deadenylation, human PABP1 MLLE binding. P11940. GST-MLLE / FITC-PAM2 fluorescence polarization. inhibition, % at 20 µM. 360,000 tested, 0.36% active. AID 588489; in the data active = inhibition above about 35%, passing the limit was not always enough;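 also: plate controls were DMSO wells with GST-MLLE for no effect and wells lacking GST-MLLE protein for full effect; some results filed as inactive read as strong as hits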
# Target sequence (P11940 whole entry, looked up): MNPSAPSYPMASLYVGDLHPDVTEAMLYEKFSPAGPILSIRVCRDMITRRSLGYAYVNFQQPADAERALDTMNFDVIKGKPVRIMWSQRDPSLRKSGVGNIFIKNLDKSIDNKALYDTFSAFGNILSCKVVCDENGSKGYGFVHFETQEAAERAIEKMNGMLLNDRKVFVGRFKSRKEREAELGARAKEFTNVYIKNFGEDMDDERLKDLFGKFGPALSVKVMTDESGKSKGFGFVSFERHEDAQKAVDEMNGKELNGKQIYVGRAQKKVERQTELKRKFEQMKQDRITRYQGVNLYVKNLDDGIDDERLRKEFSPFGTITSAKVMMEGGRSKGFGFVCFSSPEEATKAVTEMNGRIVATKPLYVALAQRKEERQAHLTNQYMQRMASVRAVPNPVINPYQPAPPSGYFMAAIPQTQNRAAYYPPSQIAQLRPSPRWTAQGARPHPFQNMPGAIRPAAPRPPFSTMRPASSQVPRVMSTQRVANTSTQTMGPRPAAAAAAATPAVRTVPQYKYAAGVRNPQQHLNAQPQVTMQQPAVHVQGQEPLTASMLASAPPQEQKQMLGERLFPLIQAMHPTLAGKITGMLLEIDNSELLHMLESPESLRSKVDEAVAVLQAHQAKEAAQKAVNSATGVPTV
# Neddyl block = inhibitors of human cullin neddylation; calls only at 25 µM; 360,000 tested, 0.58% active; TR-FRET cullin neddylation, biochemical; AID 651699; P61081+Q13564; in the data active = inhibition above about 36%
# NadD inh = NadD (S. aureus) enzyme inhibition. purified NadD enzyme, colorimetric absorbance read-out. inhibition, % at 20 µM. 360,000 tested, 0.78% active; in the data active = inhibition above about 26%; also: some compounds past the cut are filed as inactive
# Active calls of the source: *; i = inactive; x = no result given; + = active, no number.
SMILES,Rpn11 inh,SKN-1 block,FAS TE block,CSN deneddyl inh,Rin1 Abl inh,MT1-MMP act inh,PABP1 MLLE inh,Neddyl block,NadD inh
COc1cccc(S(=O)(=O)Nc2ccc3c(c2)C(=O)N(C)C[C@H](OC)[C@H](C)CN(Cc2ccccc2F)[C@@H](C)CO3)c1,x,3.6,x,-1.1,x,-2.7,x,i,x
CC1(C(=O)NS(=O)(=O)c2cccs2)CCN1C(=O)CC1CCCC1 (stereo not given),i,-8.4,-8.3,2.7,3.5,x,6.8,i,1.9
Cc1ccccc1C1CC(=O)Oc2cc(O)ccc21 (stereo not given),i,59.1,-16.4,-17.8,-2.5,45.6,72.4,i,-5.4
CCCNC(=O)Cn1cnc2sc(C(=O)Nc3ccc4c(c3)OCO4)c(C)c2c1=O,i,-6.6,-10.1,0.8,1.5,-2.4,-0.5,i,-1.7
CCCn1c(SCC(=O)NC2CCCC2)nnc1-c1cccnc1,i,16.2,-5.3,-0.3,0.7,1.6,0.5,i,6.1
[C-]#[N+][C@H](O[C@@H]1O[C@H](CO)[C@@H](O)[C@H](O)[C@H]1O)c1ccccc1,i,16.6,-0.1,-1.9,-1.8,0.1,8.9,i,3.0
COC(=O)[C@@]12CCCN1[C@H](c1ccc(-c3cccc(Cl)c3)cc1)[C@H]1C(=O)N(C)C(=O)[C@H]12,i,9.1,10.0,0.1,4.8,4.0,-20.8,i,3.5
CC(NS(=O)(=O)c1ccc2[nH]c(=O)[nH]c2c1)c1ccc(F)cc1 (stereo not given),i,11.5,-3.4,-5.2,-1.4,-0.6,-0.2,i,9.8
CNc1nc(C)nc(N/N=C/c2ccccc2)n1,i,4.4,-4.1,-3.5,-2.1,4.8,4.5,i,1.2
O=S(=O)(Cc1ccccc1)Oc1ccccc1,i,10.6,9.0,-5.4,1.2,0.9,-8.7,i,-12.7
CCOC(=O)CC(=O)Nc1ccc(Br)cc1C(=O)O,i,5.8,-0.7,0.9,-0.5,8.6,-2.4,i,0.4
Cc1ccc2c(Cl)c(C)c(N3CCCCC3)nc2n1,i,21.3,1.6,0.2,-0.6,1.1,11.8,i,-6.8
Nc1nc2ncc(C(=O)c3cc(F)ccc3O)cc2s1,i,-7.5,-5.1,6.5,-3.2,1.7,-15.5,i,-3.5
CNC(=S)NNC(=O)c1oc2nc(-c3ccccc3)cc(C)c2c1N,i,-1.7,-2.4,-4.5,-4.6,-1.0,-113.4,x,2.0
COc1ccccc1CC(=O)Nc1ccc2c(c1)OC1(CCCC1)O2,i,4.1,8.6,1.8,0.4,2.5,0.9,i,-2.8
COc1cc(C(=O)O/N=C2\C=CC(=O)C=C2C)cc(OC)c1OC,i,4.8,15.3,-0.5,-1.6,4.6,37.2,x,-2.1
O=C(CCCN1C(=O)/C(=C\c2cccs2)SC1=S)NNC(=O)c1ccncc1,i,9.3,-2.1,1.5,-2.2,5.2,-36.4,i,0.5
Cc1oc2c(CN(C)C)c(O)ccc2c(=O)c1-c1cscn1,i,1.5,-9.0,3.3,2.3,6.0,-17.9,x,7.2
O=C(NN1C(=O)C2C(C1=O)C1C=CC2C12CC2)c1ccncc1 (stereo not given),i,9.2,-2.0,4.4,-1.1,-1.1,3.1,i,0.7
COC(CNC(=O)CSCc1nc(-c2ccc(SC)cc2)oc1C)OC,i,3.3,-4.7,-3.6,0.7,3.0,10.5,i,-3.2
COc1ccc(C(=O)c2sc3nc(-c4ccc(OC)cc4)ccc3c2N)cc1,i,12.4,24.7,4.1,-3.5,-47.8,-53.9,x,25.8
Cc1ccc(S(=O)(=O)NNC2=NCCCCC2)cc1,i,9.6,-3.2,-5.7,0.4,4.6,-15.0,i,-6.0
O=C(NNC(=O)C12CC3CC(CC(C3)C1)C2)c1ccccc1F,i,-2.1,-1.6,1.9,4.2,-3.0,5.8,i,6.8
CCOC(=O)C1=C[C@@H](C)N(S(=O)(=O)c2ccc(C)cc2)[C@H]1c1ccccc1,i,13.1,10.0,-3.0,3.4,6.9,3.2,i,-6.2
C=CCn1c(O)c(C(CC)=Nc2ccccc2NC(=O)CC)c(=O)[nH]c1=O,i,-7.4,-10.8,-2.0,-1.8,2.7,-6.4,i,5.0
CCOc1ccc(-n2c(CCc3ccccc3)n[nH]c2=S)cc1,i,3.7,0.1,-2.6,-3.5,1.2,8.3,i,2.1
Fc1ccccc1N1CCN(Cc2nc(-c3ccc(Cl)cc3Cl)no2)CC1,i,2.0,30.2,0.6,1.8,1.5,7.6,i,0.4
CC(C)n1cnnc1SCC(=O)Nc1cccc(S(=O)(=O)N(C)c2ccccc2)c1,i,2.2,-5.0,3.0,-4.8,6.7,-8.2,i,-3.2
O=C(Cc1ccc(F)cc1)Nc1c2c(nn1-c1cccc(Cl)c1)CS(=O)C2 (stereo not given),i,-8.0,-11.4,-0.8,0.7,-1.9,-6.2,i,-5.2
Cc1ccc(NC(=O)CN(C)C(=O)CSc2nc3ccccc3c(=O)n2Cc2ccco2)cc1,i,-3.2,5.7,1.9,2.4,-2.4,-8.8,i,-1.3

# Arranged by value in SKN-1 block (lowest first): 3 of the compounds above
Compound	SKN-1 block
C=CCn1c(O)c(C(CC)=Nc2ccccc2NC(=O)CC)c(=O)[nH]c1=O	-7.4
COC(=O)[C@@]12CCCN1[C@H](c1ccc(-c3cccc(Cl)c3)cc1)[C@H]1C(=O)N(C)C(=O)[C@H]12	9.1
COc1ccc(C(=O)c2sc3nc(-c4ccc(OC)cc4)ccc3c2N)cc1	12.4

# (listing goes on)
SMILES,Rpn11 inh,SKN-1 block,FAS TE block,CSN deneddyl inh,Rin1 Abl inh,MT1-MMP act inh,PABP1 MLLE inh,Neddyl block,NadD inh
O=C(O)CC/C(=N/NC(=O)CNC(=O)c1ccc2c(c1)OCCO2)c1ccccc1,i,0.3,-5.9,-3.1,1.6,-7.7,-4.7,i,2.2
CC(=O)NNc1[nH]c2c(c(=O)c1[N+](=O)[O-])c(=O)n(C)c(=O)n2C,i,-4.9,-8.9,1.8,1.1,1.6,10.1,i,-0.8
CCOc1ccc(N2C(=O)C3C4C=CC([C@H]5CC45)[C@@H]3C2=O)cc1 (stereo not given in full),i,6.7,-7.4,-0.3,1.6,2.9,-7.2,i,-5.4
O=C(c1cc2cccc([N+](=O)[O-])c2oc1=O)N1CCOCC1,i,13.9,-1.4,-2.1,0.8,1.9,16.4,i,-4.2
CC(CCc1ccccc1)NC(=O)C1CCN(S(=O)(=O)c2ccc(F)cc2)CC1 (stereo not given),i,-8.6,8.9,-7.5,5.3,-2.9,3.0,i,-6.7
COc1ccc(CN2C(=O)CN=C2Nc2cc(C)ccc2C)cc1,i,34.5,5.1,3.1,0.3,-3.6,11.3,i,-7.0
CCOC(=O)N1CCN(c2ncnc3c2cnn3-c2ccc(OC)cc2)CC1,i,47.9*,-6.7,-1.7,2.8,6.8,7.1,i,0.0
Cc1cccc2c(=O)n(C(=O)c3ccccc3)c(N)nc12,i,29.8,0.3,-3.8,-5.0,-2.9,-7.3,i,-0.8
Cc1nnc2n(-c3ccccc3)c(=O)c3c4c(sc3n12)CC(C)CC4 (stereo not given),i,-2.8,-1.2,3.9,-0.9,5.0,1.1,i,1.4
CN(c1ccc(OCC(=O)OCC(=O)Nc2ccccc2F)cc1)S(=O)(=O)c1cccs1,i,5.7,7.3,-2.8,-1.6,-0.1,-0.3,i,-8.0
NS(=O)(=O)c1ccc(CCNC(=O)c2ccccc2Cc2ccccc2)cc1,i,2.5,-1.5,-1.4,1.9,-1.2,6.0,i,-2.7
O=C(Nc1ccccc1Oc1ccsc1C(=O)O)c1ccccc1,i,-0.2,-3.8,-3.8,0.2,-0.6,8.1,i,-2.7
CN(CC(=O)Nc1ccc(F)cc1)C(=O)CCc1nc2sc3c(c2c(=O)[nH]1)CCCC3,+,11.6,-3.7,15.1,-1.9,-10.8,-50.4,i,2.9
CCOc1ccc(S(=O)(=O)N/N=C\c2ccc3c(c2)OCO3)cc1,i,-15.0,2.7,-5.6,4.8,2.8,-31.2,i,-3.6
CCOc1ccc(-c2csc(NC(=O)C3CCCO3)n2)cc1 (stereo not given),i,-1.9,6.5,-2.5,0.6,22.6,5.4,i,1.9

# Some values from the list:
# Reading of Cc1nnc2n(-c3ccccc3)c(=O)c3c4c(sc3n12)CC(C)CC4 (stereo not given) under MT1-MMP act inh: 5.0
# Reading of CN(c1ccc(OCC(=O)OCC(=O)Nc2ccccc2F)cc1)S(=O)(=O)c1cccs1 under PABP1 MLLE inh: -0.3

# Additional records follow.
SMILES,Rpn11 inh,SKN-1 block,FAS TE block,CSN deneddyl inh,Rin1 Abl inh,MT1-MMP act inh,PABP1 MLLE inh,Neddyl block,NadD inh
COc1cc(C(=O)NCC(c2ccco2)N2CCCC2)ccc1OCc1c(C)noc1C (stereo not given),i,-12.2,-8.2,-0.5,-4.8,-10.7,-1.9,i,10.0
COc1ccc(/C(C)=N/NC(=O)CNC(=O)c2ccco2)c(OC)c1,i,1.3,-8.5,0.3,2.0,0.1,3.6,i,-2.5
O=C1CN(C(=O)COc2c(Cl)cccc2Cl)c2ccccc2N1,i,12.1,6.4,0.6,-3.8,2.3,5.5,i,-1.0
Clc1ccc(CN2C3=NCCCN3c3ccccc32)cc1,i,-1.6,-2.9,-2.4,2.1,-4.7,11.2,i,0.7
CC(=O)Nc1cccc(Nc2nc(-c3ccccc3)nc3ccccc23)c1,i,-2.2,20.4,11.2,1.1,-0.8,-7.6,i,-4.4
COC(=O)C[C@@H]1C=C[C@H](NC(=O)Cc2ccccn2)[C@@H](CO)O1,x,19.8,x,1.9,x,2.3,x,i,x
CCOC(=O)Cn1nc(C)c(NC(=O)COc2ccc(F)cc2F)c1C,i,6.4,-3.6,-3.6,-1.6,-3.1,2.2,i,1.5
Cc1ccn2cc(-c3cccc(NC(=O)c4cccs4)c3)nc2c1,i,-9.9,4.1,1.6,0.3,2.8,-11.7,i,-1.7
Nc1nc2ccc(S(=O)(=O)N3CCCCC3)cc2s1,i,6.4,-4.6,5.5,-2.2,0.3,42.1*,i,0.4
CC(C)n1c(COc2ccccc2)nc2ccccc21,i,14.1,1.4,0.3,-3.2,6.1,5.6,i,1.9
CCc1ccc(N(CC(=O)Nc2ccccc2C(=O)N2CCCC2)S(C)(=O)=O)cc1,i,-7.0,0.9,0.2,1.9,0.8,-6.2,i,-1.0
Cc1cn([C@H]2C[C@H](O)[C@@H](CCC(=O)NCCc3cnc[nH]3)O2)c(=O)[nH]c1=O,i,8.9,-8.6,-0.9,0.0,1.7,-6.6,i,3.6
CCCCn1nc(C(=O)Nc2ccccc2N2CCCC2)c2ccccc2c1=O,i,-5.8,28.5,-5.2,0.4,4.5,4.4,i,4.4
CCOc1ccc(N2C(=O)CC(NC3CCN(C(=O)c4ccc(F)cc4)CC3)C2=O)cc1 (stereo not given),i,23.5,-2.1,-0.7,-0.2,1.1,13.7,i,-0.6
O=[N+]([O-])/C(C(=C(Cl)Cl)N1CCN(Cc2ccccc2)CC1)=C1\NCCN1Cc1ccc(Cl)nc1,i,7.3,-0.5,0.8,-3.9,0.9,-5.0,i,2.0

# From PubChem BioAssay
